# Source: PubChem BioAssay (National Center for Advancing Translational Sciences (NCATS))
# Mito fusion yeast: qHTS Assay for Small Molecule Inhibitors of Mitochondrial Division or Activators of Mitochondrial Fusion; Potency, µM (top dose mostly 46.1 µM), without a hit: top-dose growth rescue (activation), actives largely listed as activators; S. cerevisiae fusion-defective mutant growth rescue, CellTiterGlo 48 h; 320,000 compounds, 0.23% hits;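 further: potency means the concentration at half of the fitted maximal effect; % of control where 0% means no effect; nearly all actives have a fitted effect of over 45% in size; temperature-sensitive fusion mutants such as fzo1-1 at 37 °C on non-fermentable ethanol glycerol medium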
#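 S. cerevisiae fusion-defective temperature-sensitive mutants (e.g. fzo1-1, mgm1-5) grown 48 h at 37C in YPEG (ethanol/glycerol non-fermentable) medium with 23 nl compound per well; growth rescue read as CellTiterGlo luminescence.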
# hERG WT inh: qHTS for Inhibitors of KCHN2 3.1: Wildtype qHTS. Voltage-gated inwardly rectifying potassium channel KCNH2 (Homo sapiens), Q12809. U2OS, BacMam KCNH2, thallium flux FluxOr; stronger effect = lower value. activity change, % at 1.84 µM. 340,000 compounds, 0.37% hits;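 active means maximum activity change below -70%; inconclusive means maximum activity change between -70% and -50%; inactive means maximum activity change above -50%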; further: on the % scale 0 is the no-effect control and ±100 the full control effect
#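 U2OS cells transduced with wild-type KCNH2 virus are loaded with FluxOr dye for 45 min, and thallium flux is measured in kinetic reads before and after stimulation buffer. Rate constants are normalized to DMSO controls.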
# Eya2 phos inh: qHTS Assay for Inhibitors of the Phosphatase Activity of Eya2; recombinant Eya2, OMFP fluorescence dephosphorylation (OMFP is methylfluorescein phosphate); Potency, µM (top dose mostly 76.9 µM), for the others: top-dose activity, negative = inhibition, usual class: inhibitors; 330,000 compounds, 0.006% hits; further: potency means the concentration at half of the fitted maximal effect; on the % scale 0 is the no-effect control and ±100 the full control effect
# Target sequence (O00167 whole entry, looked up): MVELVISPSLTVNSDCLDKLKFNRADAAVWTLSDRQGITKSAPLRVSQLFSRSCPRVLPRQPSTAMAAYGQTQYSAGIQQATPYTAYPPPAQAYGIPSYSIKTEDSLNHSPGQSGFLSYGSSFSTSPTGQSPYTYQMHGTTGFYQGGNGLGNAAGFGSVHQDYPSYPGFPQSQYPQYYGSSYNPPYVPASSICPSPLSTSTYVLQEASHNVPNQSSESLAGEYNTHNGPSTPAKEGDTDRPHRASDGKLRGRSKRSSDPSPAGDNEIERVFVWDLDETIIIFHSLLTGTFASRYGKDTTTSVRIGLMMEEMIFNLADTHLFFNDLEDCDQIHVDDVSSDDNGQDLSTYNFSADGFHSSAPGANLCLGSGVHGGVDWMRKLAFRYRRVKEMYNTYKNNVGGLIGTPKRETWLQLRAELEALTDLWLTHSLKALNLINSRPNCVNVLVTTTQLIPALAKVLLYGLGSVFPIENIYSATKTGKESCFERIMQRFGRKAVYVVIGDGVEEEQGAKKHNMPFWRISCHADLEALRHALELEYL
#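 Eya2 (0.2 uM) preincubated 10 min at ambient with compound, then OMFP substrate added at 50 uM; 10 min reaction in 50 mM HEPES pH 7.5, 50 mM NaCl, 5 uM MgCl2, 0.05% BSA, 1 mM DTT. Fluorescence read at Ex 485/Em 525 nm.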
# TSHR antagonist: Antagonists of the Thyroid Stimulating Hormone Receptor: HTS campaign; activity change, negative = inhibition, % at 11.5 µM; TSHR-expressing cells, TSH-stimulated cAMP HTRF, 2 h; stronger effect = lower value; 330,000 compounds, 0.2% hits;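 active means activity change below a set negative limit, meaning inhibition stronger than a set level, cut at about -70% in these data; inconclusive means activity change between two set negative limits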; further: on the % scale 0 is the no-effect control and ±100 the full control effect
#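 Inhibition of cAMP made by TSHR-expressing cells under TSH stimulation (4nM final, EC80; 2 h, 37 deg C) is quantified with a one-step lysis HTRF kit, anti-cAMP cryptate versus cAMP-d2.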
# TCR act: Activators of T cell receptors: qHTS campaign. primary human leukocytes, anti-CD3, IL-2 HTRF, 48 h. Potency, µM (highest dose often 9.22 µM), inactives show at the highest dose activation of IL-2 secretion, most hits filed as activators. 330,000 tested, under 10 active. AID 504894, 2011; further: % of control where 0% means no effect
#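 IL-2 release read by HTRF sandwich (Eu cryptate donor, d2 acceptor, 665 nm emission) after 48 hr exposure of primary human leukocytes to compound together with anti-CD3 beads in the absence of co-stimulatory signals.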
# TRPV1 agonist: HTS Assay for Compounds that Act as Agonists of the Vanilloid Receptor 1 | TRPV1-expressing cells, Fluo-8 calcium influx, agonist mode | activation, % at 8.33 µM | 320,000 compounds, 0.19% hits; in the data active means activation above about 80%; inconclusive means between about 30% and that limit; further: 0% is about no effect
#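 Cells expressing TRPV1 were dye-loaded with Fluo-8 and read kinetically: 10 s baseline, 3 min after compound (agonist portion), then 2 min after EC20 capsaicin (allosteric enhancer portion). Calcium-bound dye fluorescence at 480/520 nm.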
# A-T KAP1 phos: qHTS Assay for Identifying a Potential Treatment of Ataxia-Telangiectasia; […] A-T fibroblasts, KAP-1 phosphorylation AlphaLISA; neocarzinostatin DNA damage 30 min before lysis; Potency, µM (highest dose often 57.5 µM), for the others: at the top dose activation, most hits filed as activators; 320,000 compounds, 0.19% hits; AID 485349, 2010; further: potency means the concentration at half of the fitted maximal effect; % of control where 0% means no effect; nearly all actives have a fitted effect of over 45% in size
#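 ATM-like activity read as KAP-1 phosphorylation via AlphaLISA donor/acceptor antibody pairs after lysis and 6 hr at 25C. Cells were ATM-null patient fibroblasts ([…], hTERT), dosed 60 min, then exposed to the DSB inducer NCS for 30 min.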
# USP2a inh: qHTS Assay for Inhibitors of Ubiquitin-specific Protease USP2a Using CHOP2 as the Reporter; USP2 core, Ub-CHOP2 coupled fluorogenic reporter, 485/531; Potency, µM (series often up to 38.3 µM), without a hit: at the highest dose activity change, negative = inhibition, usual class: inhibitors; 330,000 compounds, 0.01% hits; AID 463254, 2010;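 further: potency means the concentration at half of the fitted maximal effect; plate controls were DMSO wells for no effect and full inhibition by NEM control for full effect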
# Target sequence (O75604 whole entry, looked up): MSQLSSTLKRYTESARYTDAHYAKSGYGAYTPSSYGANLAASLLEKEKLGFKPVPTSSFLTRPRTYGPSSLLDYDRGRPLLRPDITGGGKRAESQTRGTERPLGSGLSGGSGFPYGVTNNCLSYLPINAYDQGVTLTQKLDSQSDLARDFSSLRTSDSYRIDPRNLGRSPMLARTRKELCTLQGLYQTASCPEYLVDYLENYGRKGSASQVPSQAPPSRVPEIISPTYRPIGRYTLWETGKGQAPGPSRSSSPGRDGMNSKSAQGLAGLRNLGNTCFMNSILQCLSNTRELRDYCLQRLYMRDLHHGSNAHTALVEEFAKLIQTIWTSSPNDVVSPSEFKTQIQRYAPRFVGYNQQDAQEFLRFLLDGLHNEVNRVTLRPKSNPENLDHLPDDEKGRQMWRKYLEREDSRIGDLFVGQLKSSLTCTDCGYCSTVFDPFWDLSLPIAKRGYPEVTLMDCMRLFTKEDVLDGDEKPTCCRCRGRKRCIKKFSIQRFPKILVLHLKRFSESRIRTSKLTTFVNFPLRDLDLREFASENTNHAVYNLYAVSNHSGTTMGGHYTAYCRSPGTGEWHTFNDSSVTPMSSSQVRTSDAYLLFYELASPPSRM
#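 USP2 core (10nM final) preincubated 30min RT with compound in 20mM Tris-HCl pH 8.0, 2mM CaCl2, 2mM beta-mercaptoethanol, 0.05% CHAPS; 25nM Ub-CHOP2 plus 25nM reporter substrate added, fluorescence (Ex485/Em531) read after 60min.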
# KCNH2 3.1 inh: qHTS for Inhibitors of KCHN2 3.1: Mutant qHTS; activity change, % (tested at about 1.8 µM); AID 720553, 2013; 340,000 compounds, 0.95% hits; U2OS KCNH2 3.1, thallium flux FluxOr; stronger effect = lower value; Potassium voltage-gated channel subfamily H member 2, brain isoform KCNH2 3.1 (human);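 active means maximum activity change below -70%; inconclusive means maximum activity change from -70% to -50%; inactive means maximum activity change above -50%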;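 further: thallium influx rate constant from kinetic fluorescence after stimulation buffer; on the % scale 0 is the no-effect control and ±100 the full control effect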
#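 We transduce U2OS cells with the mutant 3.1 virus, culture them overnight, load FluxOr with Red40 quencher for 45 min, then add stimulation buffer and read kinetically for 2 min to derive a normalized rate constant.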
# ELG1 DNA repair: qHTS screen for small molecules that inhibit ELG1-dependent DNA repair in human embryonic kidney (HEK293T) cells expressing luciferase-tagged ELG1. HEK293T ELG1-luciferase reporter, luminescence, 16 h; DNA damage induced by 5-fluorouridine. Potency, µM (titrated, usually from 46.1 µM), without a hit: at the highest dose activity change, negative = inhibition, usual class: inhibitors. 330,000 compounds, 2.3% hits; further: potency means the concentration at half of the fitted maximal effect; on the % scale 0 is the no-effect control and ±100 the full control effect; nearly all actives have a fitted effect of over 55% in size
#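 Overnight (16 hr) co-exposure of 2,000 cells/well to 5-fluorouridine and compound at 37 °C preceded detection. Luciferase was quantified via ONE-Glo luminescence; loss of signal denotes inhibition.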
# The depositor's hits bear a star; u = inconclusive; x = not tested or not shown; [ ] = another dose, or the depositor's remark. Unless noted, the call rests on the fitted dose curve; in most records, active means well fitted curve in the direction sought with a large enough effect; inconclusive means small, poorly fitted or top-dose-only effect, or another doubt; inactive means no such curve, though single readings can be large; an effect the other way counts as inactive or inconclusive. An excerpt (hit frequency here may not be typical).
SMILES,Mito fusion yeast,hERG WT inh,Eya2 phos inh,TSHR antagonist,TCR act,TRPV1 agonist,A-T KAP1 phos,USP2a inh,KCNH2 3.1 inh,ELG1 DNA repair
Cc1ccc(S(=O)(=O)N(C)C)cc1NC(=O)c1cccs1,-6%,-5,1%,3,-2%,2,3%,0%,21,21%
O=C(NC1CCOCC1)C1CCC(=O)N(Cc2cccc(C(F)(F)F)c2)C1 (centres undefined),-2%,0,18%,-5,0%,-1,3%,2%,4,11%
CC(=O)Nc1ccc(S(=O)(=O)N2CCN(c3ccccn3)CC2)cc1,-1%,-6,10%,-5,0%,-2,2%,5%,-9,-12%
O=C(Nc1ccncc1)c1ccc(Cl)c(S(=O)(=O)N2CCCC2)c1,-1%,-16,11%,-18,-9%,u,7%,-1%,-4,-15%
COc1ccc(OC)c(S(=O)(=O)N(C(C)=O)c2ccc3oc(=O)sc3c2)c1,-4%,15,2%,-15,0%,1,-7%,4%,8,u
C=C(Br)Cn1cnc2ccccc21,-4%,-23,-12%,1,5%,-3,2%,1%,2,8%
CC(=O)c1cccc(NC(=O)CN2C(=S)NC(C)(C)CC2C)c1 (centres undefined),-1%,-4,-5%,8,-3%,0,-1%,2%,5,5%
C#CCOC(=O)c1ccccc1C(=O)OCC#C,6%,-11,0%,-14,-1%,2,15%,-1%,2,18%
CCn1c2ccccc2c2nnc(SCC(=O)NC3CCS(=O)(=O)C3)nc21 (centres undefined),-7%,-4,1%,-27,4%[46.1 µM],-1,x,4%,9,1%
CCOc1ccc(N(CC(=O)NCC2CCCO2)S(=O)(=O)c2ccc(SC)cc2)cc1 (centres undefined),-3%,-2,13%,9,3%,8,-2%,-3%,10,5%
COc1ccc(Cl)cc1C(=O)CSc1nnnn1C1CCCCC1,u,0,-6%,-39,0%,17,10%,-6%,3,17%
CCCCn1c(SCc2nc3ccccc3s2)nc2cc(S(N)(=O)=O)ccc21,0%,10,10%,-8,-4%,9,x,2%,-5,18µM*
CCOC(=O)C1=C(N)Oc2cc(O)ccc2C1c1ccc(C)cc1 (centres undefined),-2%,2,-5%,-11,x,10,10%,-9%,10,-1%
O=C(CSC(=S)N1CCSCC1)c1ccccc1,-2%,-2,2%,-1,0%,7,-1%,2%,-9,u
CCc1cccc2c(C(=O)CCl)c[nH]c12,26%,-2,-3%,2,3%[46.1 µM],1,-4%,0%,x,0%

# Given tab-delimited: part of the list above
SMILES	Mito fusion yeast	hERG WT inh	Eya2 phos inh	TSHR antagonist	TCR act	TRPV1 agonist	A-T KAP1 phos	USP2a inh	KCNH2 3.1 inh	ELG1 DNA repair
O=C(CSC(=S)N1CCSCC1)c1ccccc1	-2%	-2	2%	-1	0%	7	-1%	2%	-9	u
CCc1cccc2c(C(=O)CCl)c[nH]c12	26%	-2	-3%	2	3%[46.1 µM]	1	-4%	0%	x	0%

# Later entries:
SMILES,Mito fusion yeast,hERG WT inh,Eya2 phos inh,TSHR antagonist,TCR act,TRPV1 agonist,A-T KAP1 phos,USP2a inh,KCNH2 3.1 inh,ELG1 DNA repair
Cc1ccc(C(=O)N2CCN(C3c4cccc5cccc(c45)C3NS(=O)(=O)c3ccccc3)CC2)cc1 (centres undefined),0%,-20,3%,5,5%,3,5%,-4%,-45,u
CCCn1cc(SCC(=O)Nc2cc(C)on2)c2ccccc21,-4%,-6,-5%,1,1%,-2,3%,1%,2,-5%
CC(C)N(Cc1ccccc1)C(=O)COC(=O)c1cnc(Cl)c(Cl)c1,x,6,-3%,u,1%,x,17%,0%,0,u
CC(C)=CCC(C)(C)C1OCCN1C(=O)c1ccccc1 (centres undefined),4%,-26,4%,-9,-1%,17,1%,0%,-22,11%
Cc1ccc(-c2cc(=O)c3cc(Cl)ccc3[nH]2)cc1,1%,x,14%,-2,x,u,-6%,3%,x,u
Cc1ccc(Nc2ncnc3sc(C)c(C)c23)cc1C,-8%,4,-8%,-23,-3%,u,-1%,2%,11,u
CC(NC(=O)COc1ccccc1)C(=O)NC1=NCCS1 (centres undefined),-3%,4,9%,1,16%,6,4%,1%,0,3%
O=C(Cc1cccc2ccccc12)NCC(=O)N1CCN(Cc2cccc(C(F)(F)F)c2)CC1,12%,-15,-13%,-15,6%,2,1%,2%,-4,-20%
CCOc1ccc(OCC(=O)OC(C)C(=O)NC2CCCCC2C)cc1 (centres undefined),1%,-5,2%,-13,2%,12,4%,1%,3,26%
NC(=O)NC(c1ccccc1)c1ccccc1,-2%,2,0%,5,-1%,2,2%,3%,-15,2%
CNC(=O)c1ccc(Oc2ccc(C(=O)NC)cc2)cc1,0%,5,-4%,0,x,-2,-2%,3%,6,27%
CCOC(=O)Cc1csc(NC(=S)NC(=O)c2ccc([N+](=O)[O-])cc2)n1,-1%,8,6%,-9,-7%[46.1 µM],-2,12%,1%,-3,6%
COc1ccc(-c2nn(CCC#N)cc2C(=O)Nc2cccc(C(=O)O)c2)cc1[N+](=O)[O-],6%,7,3%,-7,2%,3,1%,1%,13,0%
O=C(c1noc2c1CCCC2)N1CCN(C(c2ccccc2)c2ccccc2)CC1,0%,x,-35%,3,x,x,29%,1%,x,-2%
COc1cccc(C(=O)N[C@@H](CCSC)c2nc3ccccc3[nH]2)c1,30%,-17,7%,-23,-4%,u,5%,-1%,-18,13%
COc1ccccc1C(C)NCC(=O)NC(=O)NCc1ccco1 (centres undefined),5%,4,1%,2,4%,2,5%,3%,4,18%
Clc1ccc(CNCC2CCCO2)cc1 (centres undefined),0%,0,-1%,27,6%,-1,-3%,6%,-10,6%
CCN(CC)C(=O)CN1CCN(c2ncccn2)CC1,-2%,-10,10%,-2,8%,-1,4%,-2%,16,1%
CC(c1ccccc1)N1CC(C(=O)N2CCN(c3ccccc3)CC2)CC1=O (centres undefined),1%,-3,-6%,-10,-4%,x,7%,-1%,30,1%
CNC(=S)NCc1ccc(OC)cc1,-6%,2,0%,9,5%[46.1 µM],-1,-2%,1%,-10,-13%
Cc1cc(OCC(=O)NNC(=S)NCC2CCCO2)cc(C)c1Cl (centres undefined),6%,-7,-6%,-12,-1%,-2,1%,2%,3,u
CSCCCNC(=O)c1ccc(OC2CCN(CCc3ccccc3)CC2)cc1,9%,40,-1%,-28,2%,12,-1%,1%,u,u
COc1ccc(S(=O)(=O)N(C)CC(=O)Nc2ccc3c(c2)OCO3)cc1,2%,-2,-9%,25,-1%,18,-1%,1%,3,u
O=C(CCC(=O)CCN1CCCCC1)CCN1CCCCC1,1%,-5,x,x,-6%,3,x,x,-1,x
O=C(COc1ccc(Cl)cc1)N1CCCC1,-4%,-6,-3%,4,2%[46.1 µM],15,-2%,0%,-3,u
O=C1NCCCCC1NS(=O)(=O)c1ccc(F)c(F)c1 (centres undefined),-4%,1,u,17,-5%,-3,0%,-2%,9,-2%
O=C1N/C(=C\c2nc3ccccc3s2)c2ccccc21,4%,x,-7%,-6,x,27,2%,-1%,x,u
O=C(Cc1cccs1)OCC(=O)c1ccco1,0%,-7,9%,8,0%,-3,4%,2%,0,10%
Cc1cc(NC(=O)CCC(=O)N(CC(=O)NCC2CCCO2)c2ccc3c(c2)OCCO3)no1 (centres undefined),-6%,-4,1%,-3,0%[46.1 µM],0,-3%,-2%,-8,4%
Cc1cc(N2CCCCC2)nc2c(C)cccc12,5%,-4,-4%,-3,-4%,0,24%,-5%,1,-1%
Cc1cc(-c2ccc(C)c(S(=O)(=O)NCCCN(Cc3ccccc3)C(C)C)c2)on1,-2%,6,2%,26,0%,22,4%,3%,-29,5%
COc1ccccc1C(=O)NC(=O)COC(=O)Cc1ccccc1[N+](=O)[O-],2%,-3,8%,-10,-1%,-1,20%,0%,-1,8%
COc1ccc(-c2noc(N3CCC(C(=O)Nc4cc(OC)ccc4OC)CC3)n2)cc1,-4%,4,-20%,6,-9%,6,-3%,3%,-2,u
O=[N+]([O-])c1ccc(S(=O)(=O)NNC(=S)NCCc2ccccc2)cc1,-4%,7,12%,-17,8%,2,-6%,3%,28,u
CC(C)(C)NC(=O)C(c1ccc(-c2ccccc2)cc1)N(C[C@H]1CC[C@@H]([C@@H]2CC[C@H](CO)O2)O1)C(=O)c1cccc(Cl)c1 (some centres undefined),x,-2,-9%,4,-9%[46.1 µM],x,-4%,-7%,-8,u
NNC(=O)c1cc2sccc2s1,-5%,-4,u,-6,-7%,10,-4%,-1%,17,u
